Bioassay records deposited in PubChem BioAssay by Broad Institute.
PglD DTNB – C. jejuni PglD acetyltransferase inhibitors, primary screen, biochemical, DTNB colorimetric, single point; 360,000 tested, 0.098% active; UDP-N-acetylbacillosamine N-acetyltransferase PglD (Campylobacter jejuni); purified PglD enzyme, DTNB colorimetric CoA detection; inhibition, % at 12.5 µM; AID 602405, 2012; in the data active = inhibition above about 16%, passing the limit was not always enough; inconclusive = no clear call, values can overlap the other calls; note: strong numbers were not always called active
RAD54 branch – inhibitors of human RAD54 branch migration, primary screen, biochemical, fluorescence, single point; DNA repair and recombination protein RAD54-like (Homo sapiens), Q92698; RAD54 Holliday junction branch migration, FAM/BHQ fluorescence; inhibition, % at 10.4 µM; 360,000 tested, 0.14% active;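 active = mean normalized replicate activity at least 40 and at least half of replicates scoring 40 or more; inconclusive = only one of the two criteria met; inactive = mean below 40 and under half of replicates reaching 40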;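 note: 0% = median of neutral control wells and 100% = median of positive control wells; inhibitors cause a drop in the FAM fluorescence signal; in these data hits start at about 50%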
Target sequence (Q92698 whole entry, looked up): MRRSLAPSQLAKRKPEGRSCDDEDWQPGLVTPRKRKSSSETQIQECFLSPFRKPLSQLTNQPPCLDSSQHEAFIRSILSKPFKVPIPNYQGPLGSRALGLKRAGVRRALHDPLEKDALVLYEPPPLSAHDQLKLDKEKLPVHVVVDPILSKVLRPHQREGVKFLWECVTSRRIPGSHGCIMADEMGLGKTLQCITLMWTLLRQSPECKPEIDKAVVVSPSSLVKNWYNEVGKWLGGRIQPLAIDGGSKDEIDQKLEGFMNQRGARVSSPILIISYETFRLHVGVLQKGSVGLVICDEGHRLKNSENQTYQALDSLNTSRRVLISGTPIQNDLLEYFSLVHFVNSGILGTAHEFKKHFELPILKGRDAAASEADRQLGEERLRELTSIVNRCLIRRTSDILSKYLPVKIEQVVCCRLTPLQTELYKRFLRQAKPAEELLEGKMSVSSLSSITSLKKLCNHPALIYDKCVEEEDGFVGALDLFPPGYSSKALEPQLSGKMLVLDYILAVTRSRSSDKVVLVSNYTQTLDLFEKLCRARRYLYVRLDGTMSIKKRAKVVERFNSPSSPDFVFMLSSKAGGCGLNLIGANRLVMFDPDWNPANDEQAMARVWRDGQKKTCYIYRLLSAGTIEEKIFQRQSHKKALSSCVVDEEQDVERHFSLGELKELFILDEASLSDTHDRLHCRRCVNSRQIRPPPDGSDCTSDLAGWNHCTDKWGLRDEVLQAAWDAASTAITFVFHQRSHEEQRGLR
esBAF inh – Bmi1 luciferase reporter increase in mESCs, primary screen, esBAF inhibitor project, mouse ES cells, Bmi1 luciferase knock-in, single point; 24 h; 100% = twice the neutral-well signal; reporter increase, % at 12.5 µM; 350,000 tested, 2% active; in the data active = activation above about 40%; inconclusive = no clear call, values can overlap the other calls;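 note: 0% = median of the plate's neutral control wells and 100% = double that signal; a rise in the Bmi1 reporter signal indicates esBAF inhibition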
The depositor's hits bear a star; ? = inconclusive.

item	Molecule	esBAF inh	PglD DTNB	RAD54 branch
1	COc1cccc(CNC(=O)C2CCN(c3cnccn3)CC2)c1	0	-5	0
2	COc1cc(/C=N/NC(=O)c2cccnc2)ccc1OCC(=O)Nc1c(C)cc(C)cc1C	-2	16	-1
3	CCC(Oc1ccc(C)c(C)c1)C(=O)O (centres undefined)	1	1	-15
4	CCOc1ccccc1C(=O)NC(CO)C(=O)O (centres undefined)	11	-8	4
5	CC(C)OC(=O)c1c(NS(=O)(=O)c2ccccc2)sc2c1CCCC2	0	-6	-2
6	CC(C)/C=C1\CCCCC1N(C)C(=O)NC(C)C (centres undefined)	-8	7	-4
7	Cc1ccc(-c2cc(C(=O)N/N=C/c3c(C)nn(C)c3C)c3ccccc3n2)cc1C	48*	-6	-11
8	Cc1cc(OCC(=O)NCc2ccccn2)cc(C)c1Br	14	5	2
9	CCCSc1nnc(Nc2ccccc2C)s1	?	2	13
10	N#Cc1c(N)n(CCc2ccc(F)cc2)c2nc3ccccc3nc12	-7	-2	5
11	O=C(COC(=O)C1CC2C=CC1C2)NCc1ccco1 (centres undefined)	-5	4	-2
12	Cc1nc2cc(N3CCCCC3)c(NC(=O)c3cccnc3)cc2c(=O)n1Cc1ccccc1	1	-1	2
13	CCC(C)NC(=O)C1CN(S(=O)(=O)c2ccccc2)CCN1S(=O)(=O)c1ccccc1 (centres undefined)	3	5	-5
14	O=C(NCCN1CCCC1=O)Nc1ccccc1	-5	-3	-5
15	COc1ccc(-c2cc3ccccc3n2CC(O)CN2CCOCC2)cc1 (centres undefined)	3	-1	2
16	CCOC(=O)Nc1nnc(-c2cccc(OC)c2)s1	19	-1	-39
17	O=C(N/N=C/c1ccc([N+](=O)[O-])s1)c1ccncc1	-17	1	1
18	FC(F)(F)C1CCCN(c2nsc3ccccc23)C1 (centres undefined)	-8	6	-10
19	Cc1ccc(S(=O)(=O)/N=C2/NC(=O)/C(=C\c3ccco3)S2)cc1	-5	-10	-25
20	C/C(NCCN1CCOCC1)=C(\C#N)C(N)=O	-2	-3	1
21	O=C(ON=C1CCSCC1)c1ccccc1	-3	-5	0
22	CCC(=O)Nc1cc(NC(=O)CSc2nnc(C(C)C)n2CC)ccc1C	-7	-1	2
23	Cc1noc(C)c1CSc1ccccc1C(=O)Nc1nccs1	2	-1	-3
24	Cc1cc(=O)oc2ccc(OCC(=O)N(Cc3ccc(F)cc3)Cc3ccco3)cc12	-22	-2	15
25	COc1ccc(N(C(=O)c2ccco2)C(C(=O)NC2CCCC2)c2cccs2)cc1OC (centres undefined)	2	6	11

Shown with one line to a screen: part of the list above.
[8] Cc1cc(OCC(=O)NCc2ccccn2)cc(C)c1Br
[9] CCCSc1nnc(Nc2ccccc2C)s1
[10] N#Cc1c(N)n(CCc2ccc(F)cc2)c2nc3ccccc3nc12
[11] O=C(COC(=O)C1CC2C=CC1C2)NCc1ccco1 (centres undefined)
[12] Cc1nc2cc(N3CCCCC3)c(NC(=O)c3cccnc3)cc2c(=O)n1Cc1ccccc1
[13] CCC(C)NC(=O)C1CN(S(=O)(=O)c2ccccc2)CCN1S(=O)(=O)c1ccccc1 (centres undefined)
[14] O=C(NCCN1CCCC1=O)Nc1ccccc1

| entry no. | 8 | 9 | 10 | 11 | 12 | 13 | 14 |
| --- | --- | --- | --- | --- | --- | --- | --- |
| esBAF inh | 14 | ? | -7 | -5 | 1 | 3 | -5 |
| PglD DTNB | 5 | 2 | -2 | 4 | -1 | 5 | -3 |
| RAD54 branch | 2 | 13 | 5 | -2 | 2 | -5 | -5 |

(cont.)
item	Molecule	esBAF inh	PglD DTNB	RAD54 branch
26	Cc1ccc(Nc2cc(C(=O)NCCCN3CCOCC3)c3ccccc3n2)c(C)c1	5	-6	-2
27	CC1Oc2ccccc2N(CC(=O)NCCN2CCOCC2)C1=O (centres undefined)	-5	1	4
28	Cn1nnc(NC(=O)C(c2ccccc2)c2ccccc2)n1	-2	5	4
29	Cc1cn(C(=O)c2ccccc2)c(=S)n1-c1ccc(Br)cc1	-4	4	-6
30	CC(=O)c1cc(F)c(N2CCN(C(=O)C(C)(C)C)CC2)cc1C	4	0	2
31	O=C(CSc1ccc(Cl)cc1)N1CCOCC1	10	-5	-3
32	COc1cc(OC)nc(NC(=O)NS(=O)(=O)c2ccc(OC(F)(F)F)cc2)n1	-5	3	0
33	CCOc1ccc2nc(N3CCOCC3)nc(C)c2c1	34	-4	-6
34	O=C(O)C(C(=O)/C=C/c1ccco1)=C1SCCS1	15	-6	-2
35	COCCNC(=O)C1CCCN(Cc2ccccc2Cl)CC1 (centres undefined)	0	-1	-9
36	Cc1ccc2c(c1)c1c(n2CC(O)Cn2nc(C)c(Br)c2C)C(=O)CCC1 (centres undefined)	-18	-1	-11
37	Cc1noc2ncnc(Sc3ccc(Cl)cc3)c12	-7	6	3
38	CC(=O)Nc1cccc(Oc2ncnc3scc(-c4ccccc4)c23)c1	5	-3	-12
39	O=C(CSc1nc2ccccc2nc1SCC(=O)N1CCOCC1)N1CCOCC1	-5	8	-3
40	CCOC(=O)c1c(-c2ccccc2)oc2ccc(O)c(CN3CCCC3)c12	-3	2	18
41	Cc1nonc1N1CCN(Cc2cn[nH]c2-c2ccc3c(c2)OCO3)CC1	-5	1	-1
42	O=C(O)C1CC=C(Cl)CC1C(=O)NCc1ccccc1 (centres undefined)	-3	-3	-2
43	COC(=O)C1=C2SC(C)C(=O)N2C(N)=C(C#N)C1c1ccc(OC)c(OC)c1 (centres undefined)	0	-4	-7
44	COc1cc(NC(=O)c2ccccc2)c(OC)cc1Cl	-5	-1	10
45	COc1cc2c(cc1OC)CN(C(C)C(=O)N1CCc3ccccc31)CC2 (centres undefined)	-5	-3	7
46	Cc1ccc(O)c(C(=O)c2cnc3c(c2)COc2ccccc2-3)c1	-2	-5	-4
47	CS(=O)(=O)N1CCN(c2ccc(NC(=O)c3ccc(Br)o3)cc2)CC1	29	1	-2
48	CN(C)S(=O)(=O)c1cccn1-c1ncc(C(F)(F)F)cc1Cl	0	-1	-6
49	C=CCn1c(N)c(C(=O)OC(C)CC)c2nc3ccccc3nc21 (centres undefined)	-3	7	-4
50	COCCCNC(=O)c1c(NC(=O)C2COc3ccccc3O2)sc2c1CCCC2 (centres undefined)	-11	2	-5

Printed as active in esBAF inh, among the entries above:
item	canonical_smiles	esBAF inh	PglD DTNB
7	Cc1ccc(-c2cc(C(=O)N/N=C/c3c(C)nn(C)c3C)c3ccccc3n2)cc1C	48*	-6

(more compounds)
item	Molecule	esBAF inh	PglD DTNB	RAD54 branch
51	C[N+](C)(C)CCCN1C(=O)CCCC1=O	-8	-2	-7
52	O=C(Nc1ccc2nc(-c3cccs3)[nH]c2c1)c1ccco1	83*	-3	9
53	Cc1ccc(S(=O)(=O)N(C)c2ccc(C(=O)O)cc2)cc1	-3	-4	-2
54	C=C(C)CSc1nnc(-c2ccc(OC)c(OC)c2)n1N	-7	3	6
55	CCOC(=O)NC(Nc1ncccn1)(C(F)(F)F)C(F)(F)F	0	-1	4
56	CCCS(=O)(=O)NC(=O)C1(C)CCN(C(=O)c2ccc(C(F)(F)F)nc2C)C1 (centres undefined)	-1	-1	13
57	Cn1cc(-c2nc3ccccc3[nH]2)c2ccccc21	36	-4	34
58	CC(=O)Nc1cc2c(cc1C(=O)c1ccccc1)OCCO2	-9	-3	7
59	CO[C@@H]1CN(C)C(=O)c2ccc(NC(=O)c3ccccn3)cc2OC[C@@H](C)N(CC2CC2)C[C@H]1C	5	-5	-9
60	Cc1ccc(N(CC(=O)N/N=C/c2cccs2)S(C)(=O)=O)cc1Cl	1	5	-3
61	Cc1cccc(NC(=O)CSc2nnc(C)n2Cc2ccccc2)c1	-6	8	-3
62	C/C=C/COc1nc2c(c(=O)n(C)c(=O)n2C)n1C	1	0	5
63	CCC(CO)n1c(SCc2cc(=O)oc3cc(C)ccc23)nc2ccccc2c1=O (centres undefined)	-10	2	5
64	O=C(CCC(=O)OCC(=O)c1ccc(F)cc1)NC1CCCCC1	-5	-7	0
65	COc1ccc(OCCNS(=O)(=O)c2ccc3oc4ccccc4c3c2)cc1	3	4	-9
66	CC(C)(C)c1cn(-c2ccc(Cl)cc2)c(=S)[nH]1	3	-2	6
67	COC(=O)Nc1ccc(S(=O)(=O)Nc2ccccc2F)cc1	2	4	2
68	Cc1cc(C)n2c(SCC(=O)N(C)C3CCS(=O)(=O)C3)nnc2n1 (centres undefined)	-4	2	10
69	CCC[C@@H]1C[C@@H](C(=O)N[C@@H](C2O[C@H](SC)[C@H](O)[C@@H](O)[C@H]2O)[C@H](C)Cl)N(C)C1 (some centres undefined)	1	3	-5
70	CCC(C)(C)NC(=O)C(c1ccccc1F)N(Cc1ccco1)C(=O)Cn1nnc2ccccc21 (centres undefined)	3	1	-4
71	CC(C)N1CC(C(=O)Nc2ccccc2)CC1=O (centres undefined)	-4	0	1
72	CC1CCN(CC(=O)c2c[nH]c3ccccc23)CC1	10	1	6
73	NC(=S)N/N=C/c1ccc(-n2nncc2-c2ccc(Cl)cc2)cc1	3	-6	10
74	O=C(CN1CCOCC1)Nc1ncc(Br)cc1Br	8	-7	-6
75	c1ccc(SCc2nc(-c3cccnc3)no2)cc1	13	2	-10
76	Cc1ccc(NC(=O)CSc2ccc(-c3ccc4c(c3)OCO4)nn2)cc1F	34	7	-1
77	CCCCOCCCNC1=NCCCCC1	-6	4	-18
78	COC(=O)c1nc2n(n1)C(c1ccccc1OC)C1=C(CCCC1=O)N2 (centres undefined)	-6	-7	0
79	CCC(C)(C)n1nnnc1C(c1ccncc1)N1CCC(C)CC1 (centres undefined)	-4	2	2
80	COc1ccc(-c2nn(C)c(=O)c3ccccc23)cc1NS(C)(=O)=O	-5	-6	6
81	COc1cccc(C(=O)Oc2cc(N)n(S(=O)(=O)c3ccc(C)cc3)n2)c1OC	-1	10	-2
82	O=C(O)c1ccc(CN2C(=O)c3ccccc3S2(=O)=O)cc1	0	6	-2
83	CCOc1nc(C)ccc1-c1noc(-c2ccccn2)n1	11	9	-2
84	CC(C)c1nnc(SCc2ccc(CSc3nnc(C(C)C)n3N)cc2)n1N	5	-4	-12
85	O=C(CN1CCCCC1)N1c2ccccc2CCc2ccccc21	14	0	-17
86	CN=C(C)C1=C(O)C(C(=O)OC)C(C)(C)CC1=O (centres undefined)	8	5	-1
87	COc1ccccc1/C=C/C(=O)OCC(=O)NCc1ccco1	7	6	6
88	O=c1cc(N2CCOCC2)[nH]c(=O)n1C1CCCCC1	-1	2	-8
89	CCSc1ccc2nnc(-c3cccc(F)c3)n2n1	-6	3	19
90	Cc1nc(SCc2cccnc2)[nH]c(=O)c1C	3	5	-3
91	Cc1ccc2c(n1)sc1c(-c3ccc(Br)cc3)c(C#N)c(N)nc12	-7	1	-10
92	O=C(C[n+]1ccc(CCSc2ccc(F)cc2)cc1)c1ccccc1	19	-12	87*
93	COc1ccccc1CNc1nc(NCc2ccccc2F)c2sccc2n1	-4	-5	-2
94	CC(C)N(C=O)C1(C(=O)NC2CCCCC2)CCCCC1	-3	-3	-2
95	CC(=O)c1c(C)[nH]c(C(=O)NCCc2ccccc2)c1C	8	7	1
96	CCOC(=O)c1sc2nc(C3CC3)cc(-c3ccc(OC)cc3)c2c1N	-6	-4	-6
97	CC(C)NC(=O)c1n[nH]c(=O)c2ccccc12	-3	-1	2
98	CCOC(=O)c1c(C)nc2cc(C)ccn12	6	4	-3
99	CCOC(=O)c1sc(C)nc1C1CCN(C(=O)OCC)CC1	-4	-3	-3
100	C(=N\n1cnnc1)/c1cccn1-c1ccccc1	11	-4	-5

Two of the compounds above, in transposed form:
93. COc1ccccc1CNc1nc(NCc2ccccc2F)c2sccc2n1
78. COC(=O)c1nc2n(n1)C(c1ccccc1OC)C1=C(CCCC1=O)N2 (centres undefined)
Assay by compound,93,78
esBAF inh,-4,-6
PglD DTNB,-5,-7
RAD54 branch,-2,0

Going on with the list.
item	Molecule	esBAF inh	PglD DTNB	RAD54 branch
101	COc1ccc(CN(CC(=O)NC2CCCC2)C(=O)CCC(=O)Nc2cc(C)on2)cc1	3	-3	-1
102	COc1ccc(-c2csc(NC(=O)C3CCCCN3S(=O)(=O)c3ccccc3)n2)cc1 (centres undefined)	5	-11	-6
103	COC(=O)C(O)(CC(=O)Nc1cc(OC)c(OC)c(OC)c1)C(F)(F)F (centres undefined)	-11	-3	1
104	COc1ccc(CN2CCn3ncc(C(=O)Nc4ccc(Cl)cc4Cl)c3C2=O)cc1	-14	3	0
105	CCCCc1nccn1CCn1ccnc1CCCC	8	-3	-4
106	CCCn1c(N)c(C(=O)CSc2nc3ccccc3n2CCC#N)c(=O)n(C)c1=O	-2	1	6
107	O=C(O)CCCNS(=O)(=O)c1ccccc1	4	-4	21

Only RAD54 branch and esBAF inh, for two of the compounds above:
No.	smiles	RAD54 branch	esBAF inh
48	CN(C)S(=O)(=O)c1cccn1-c1ncc(C(F)(F)F)cc1Cl	-6	0
49	C=CCn1c(N)c(C(=O)OC(C)CC)c2nc3ccccc3nc21 (centres undefined)	-4	-3

Only part of the results is shown (hit frequency here may not be typical).
